SARS 3CLpro inh: SARS-CoV 3CLpro protease inhibition. AID 1706. 0.14% of 290,000 active. inhibition, % at 6 µM. recombinant SARS-CoV 3CLpro, quenched FRET peptide cleavage. P0C6X7; in the data active = inhibition above about 12%
TcdB GH inh: TcdB glycohydrolase inhibition; TcdB glycohydrolase enzymatic assay, plate reader; P18177; 0.24% of 350,000 active; inhibition, % at 9.99 µM; in the data active = inhibition above about 10%
PrPC surface inh: inhibitors of human cell surface prion protein PrPC | TR-FRET read-out | inhibition, % at 13.8 µM | 0.43% of 370,000 active | AID 720596; in the data active = inhibition above about 24%; also: 0% = median of the test wells and 100% = reference compound wells
Rv3671c inh: inhibits the M. tuberculosis serine protease Rv3671c | inhibition, % at 5.96 µM | P9WHR9 | 0.048% of 320,000 active; in the data active = inhibition above about 38%;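 also: extracellular domain of Rv3671c used as enzyme; 0% = enzyme with DMSO and 100% = no enzyme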
CCHFV vOTU inh: blocks the CCHF virus ovarian tumor domain protease; CCHFV vOTU protease, Pep-AMC fluorescence; inhibition, % at 11.5 µM; 0.55% of 370,000 active; in the data active = inhibition above about 30%; also: 0% = vehicle wells with enzyme and 100% = no enzyme wells
MazEF act: increases E. coli MazEF RNase cleavage of RNA; P0AE70; FAM/BHQ RNA-DNA oligo cleavage fluorescence, 5 h; activation, % at 20 µM; 0.32% of 350,000 active; in the data active = activation above about 50%
SSB-PriA inh: inhibitors of Klebsiella pneumoniae PriA binding to SSB C-terminal tail; inhibition, % at 33 µM; AlphaScreen SSBct-PriA binding, biotinylated peptide; AID 1272365; 0.6% of 430,000 active; in the data active = inhibition mostly above about 37%, no sharp cut-off; inactive = mostly below about 20%;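 also: plate controls were negative control peptide for no effect and reference peptide for full effect; strong numbers were not always called active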
DUSP3 inh: blocks human VHR1 dual specificity phosphatase. recombinant VHR phosphatase, pNPP absorbance. AID 1654. P51452. 0.52% of 290,000 active. inhibition, % at 13.3 µM; in the data active = inhibition above about 50%; also: some compounds called inactive have numbers as strong as hits
Y pestis TopoI: blocks Yersinia pestis topoisomerase I activity | Y. pestis Topo-I cleavage product accumulation, plate reader | activity, % at 10 µM | 0.064% of 360,000 active | AID 504884; in the data active = activity above about 50%, passing the limit was not always enough; also: inactives centre near 2
BH1578 lux ind: inducers of Vibrio cholerae quorum light production without autoinducers. V. cholerae BH1578 lux reporter, luminescence, 6 h. activation, % at 18.7 µM. 0.16% of 350,000 active; in the data active = activation mostly above about 9.7%, no sharp cut-off; also: not every result past the cut was called active; inactives centre near 0; reference of the scale not given here
Starred values were filed as active, the others as inactive; i = inactive; x = no result given.

canonical_smiles,SARS 3CLpro inh,DUSP3 inh,PrPC surface inh,TcdB GH inh,CCHFV vOTU inh,Rv3671c inh,MazEF act,BH1578 lux ind,Y pestis TopoI,SSB-PriA inh
CNC(=S)Nc1cccc(Cl)c1C,3,15,-6,1.6,2,10,7,i,1,2
Cc1cc(F)ccc1NC(=O)CCCN(C)S(=O)(=O)c1ccc(F)cc1,-7,25,11,-6.1,-8,2,-16,0.6,-8,-5
Cc1cc(C)n(-c2nnc(NCc3ccc(Cl)cc3)nn2)n1,1,5,-6,0.8,0,3,-25,-1.5,10,-4
CN1CCN(c2nc3c(c(=O)n(C)c(=O)n3C)n2Cc2ccc(F)cc2)CC1,-4,-18,-6,0.9,-4,4,2,-0.5,-9,-9
O=C(NCC1COc2ccccc2O1)C1C2C=CC3(CN(Cc4cccs4)C(=O)C13)O2 (stereo unspecified),4,2,6,x,-5,0,4,-0.4,1,-7
Cc1[nH]c2ccccc2c1C(=O)COC(=O)c1c(-c2ccccc2Cl)noc1C,0,8,-4,x,-13,-32,-8,i,-5,1
CCOc1ccc(/C=C(/NC(=O)c2ccc(Cl)cc2)C(=O)O)cc1OCC,2,13,6,1.3,18,-1,11,-3.2,5,-9
Clc1ccc(CN2CCCCCC2)cc1,0,2,1,0.4,-7,0,3,0.2,-20,-20
COc1cc(OC)c(C2C3=C(CCCC3=O)Nc3nc4ccccc4n32)cc1OC (stereo unspecified),1,-8,-5,x,6,3,-1,1.1,-8,-6
CC(=O)NC(c1ccc(F)c(F)c1)c1nc(-c2cnn(C)c2)cs1 (stereo unspecified),x,x,-4,0.1,0,x,x,0.0,-2,x
Cc1ccccc1NC(NC(=O)c1cccnc1)C(Cl)(Cl)Cl (stereo unspecified),4,0,10,2.0,0,3,-5,3.3,-14,-9
Cc1cc(C)n(-c2ccc(C(=O)OCC(=O)Nc3ccc(S(N)(=O)=O)cc3)cc2)n1,x,x,-1,0.4,-8,1,4,i,-3,-12
Nc1ccc(S(=O)(=O)NC2=NCCCCC2)cc1,0,12,-6,0.3,-4,-2,2,-0.3,3,-10
Cc1cccc(N(CC(=O)NCc2ccco2)C(=O)CCC(=O)Nc2nccs2)c1C,1,17,4,0.4,20,0,-9,-0.3,13,3
Cc1cc(C)cc(NC(=O)C2CCCN2S(=O)(=O)c2ccc3c(c2)n(C)c(=O)c(=O)n3C)c1 (stereo unspecified),3,41,-4,0.3,7,4,13,0.2,3,-7
CC1CCc2cc(F)ccc2N1C(=O)CSc1nnc2c(n1)[nH]c1ccc(F)cc12 (stereo unspecified),-1,14,1,-1.0,9,-7,4,5.3,5,-9
Cc1cc(=O)n2[nH]c(CCC(=O)O)nc2n1,-7,-3,-1,1.5,5,-6,11,-0.6,2,-8
O=C1c2oc3ccc(F)cc3c(=O)c2C(c2ccccc2)N1CC1CCCO1 (stereo unspecified),-2,11,2,x,-11,3,-1,-0.3,3,-2
CCc1cc(C)cc(OCCNC(=O)c2ncn[nH]2)c1,2,-1,13,2.7,-3,-3,-2,-1.9,16,-1
N#Cc1cc2ccccc2nc1SCC(=O)Nc1ccc(S(=O)(=O)N2CCCC2)cc1,-1,26,5,x,17,-16,36,i,0,-4
Cc1cc(NC(=O)CSc2nnc(NCc3ccco3)s2)no1,x,x,4,1.3,0,-13,1,-5.7,4,3
Cc1cccc(C(=O)N(Cc2nc3ccccc3c(=O)[nH]2)C2CCCCC2)c1,3,52*,17,1.5,24,2,4,-0.5,54*,-5
COc1ccc(Cl)cc1NC(=O)NCc1ccccn1,0,10,1,-4.4,0,-5,7,-1.1,0,6
O=C(CN1C(=O)NC2(CCCCC2)C1=O)NCCCSc1ccccc1,x,x,7,2.0,3,-9,6,i,2,-1
O=C(/C=C/c1ccco1)N1CCN(c2ccc(F)cc2)CC1,-5,-1,0,0.7,2,5,-6,i,2,-6
COc1cc(NC(=O)Cn2cnc3c(nc4n3CCCCC4)c2=O)cc(OC)c1OC,-9,2,0,-7.6,2,-2,21,-0.2,1,-9
Cc1ccc(F)cc1NC(=O)CCC(=O)c1cccs1,-4,30,3,x,4,6,-3,-7.7,0,-8
O=C(COc1ccccc1F)Nc1ccc(N2CCOCC2)cc1N1CCOCC1,x,x,-5,1.8,4,x,2,-5.6,-11,-9
OC(COC(c1ccc(F)cc1)c1ccc(F)cc1)CN1CCCC1 (stereo unspecified),0,-18,-3,2.1,-8,5,5,-1.4,-1,-4
COc1cccc(-c2cc(C(F)(F)F)n3ncc(C(=O)O)c3n2)c1,0,8,-34,x,3,3,0,x,-9,-17
COc1ccc(Cl)cc1NC(=O)Nc1ccc(C(=O)N2CCCC2)cc1,2,16,4,1.4,-2,-10,-1,0.9,1,3
Cc1cccc(C)c1NC(=O)CN(C)C(=O)c1ccccc1Cc1ccccc1,x,x,6,-1.4,-3,6,-1,-0.6,12,11

Two entries picked at random from those above, as already listed:
canonical_smiles,SARS 3CLpro inh,DUSP3 inh,PrPC surface inh,TcdB GH inh,CCHFV vOTU inh,Rv3671c inh,MazEF act,BH1578 lux ind,Y pestis TopoI,SSB-PriA inh
COc1ccc(Cl)cc1NC(=O)Nc1ccc(C(=O)N2CCCC2)cc1,2,16,4,1.4,-2,-10,-1,0.9,1,3
O=C(COc1ccccc1F)Nc1ccc(N2CCOCC2)cc1N1CCOCC1,x,x,-5,1.8,4,x,2,-5.6,-11,-9

The list continues.
canonical_smiles,SARS 3CLpro inh,DUSP3 inh,PrPC surface inh,TcdB GH inh,CCHFV vOTU inh,Rv3671c inh,MazEF act,BH1578 lux ind,Y pestis TopoI,SSB-PriA inh
Cc1ccccc1NP(=O)(Oc1ccccc1F)Oc1ccccc1F,9,6,4,x,-6,-12,10,-0.6,1,6
O=C([O-])c1ccc(-[n+]2c(-c3ccccc3)cc(-c3ccccc3)cc2-c2ccccc2)cc1,x,x,-6,2.1,9,5,9,-0.4,18,x
COc1ccccc1NC(=O)COc1ccc(/C=N/NC(=O)CSCc2ccc(Cl)cc2)cc1,1,16,4,x,22,4,-1,i,5,x
CCOC(=O)C1(Cc2cccc(F)c2)CCN(Cc2cnn(CC)c2C)CC1,0,8,-8,0.4,17,-3,7,i,5,-4
CCOC(=O)c1ccc(NC(=O)CCSCCc2ccccn2)cc1,1,31,1,0.9,2,-9,-2,-5.6,0,-6
O=[N+]([O-])c1cccc(N2Cc3ccccc3C2)c1,0,19,-16,1.6,-6,-1,-6,i,-6,11
Cc1ccc(C(=O)n2cnnc2N)cc1,-5,5,-3,x,1,11,2,1.4,1,2
COc1ccccc1/C=C(/C(=O)OCC(=O)Nc1ccccc1C(C)C)c1ccccc1,7,-18,-4,-0.8,4,-20,2,-0.3,44,9

Part of the list above, showing only Y pestis TopoI.
SMILES	Y pestis TopoI
O=C([O-])c1ccc(-[n+]2c(-c3ccccc3)cc(-c3ccccc3)cc2-c2ccccc2)cc1	18
O=[N+]([O-])c1cccc(N2Cc3ccccc3C2)c1	-6
CCOC(=O)C1(Cc2cccc(F)c2)CCN(Cc2cnn(CC)c2C)CC1	5

(listing goes on)
canonical_smiles,SARS 3CLpro inh,DUSP3 inh,PrPC surface inh,TcdB GH inh,CCHFV vOTU inh,Rv3671c inh,MazEF act,BH1578 lux ind,Y pestis TopoI,SSB-PriA inh
CCc1c(C)nc2ncnn2c1N1CCCC(C(=O)Nc2ccc(NC(C)=O)cc2)C1 (stereo unspecified),5,19,3,x,-1,-1,0,-0.1,-8,-7
CC(C)N=C(Nc1ccccc1)c1cccnc1,0,27,-2,x,-10,0,3,2.5,-5,-9
CCOC(=O)c1c(N)sc2c1CCN(CCc1ccccc1)C2,-3,2,-11,2.3,-1,0,17,-0.6,9,-23
Cc1c(NC(=O)Nc2ccccc2)cccc1[N+](=O)[O-],4,4,9,-3.5,0,-2,3,-0.4,1,1
CSc1nsc(NC(=O)Nc2ccccc2)n1,x,x,-2,-0.2,2,-8,-2,-0.5,12,-2
CCn1cc(/C=C(\NC(=O)c2cc(OC)c(OC)c(OC)c2)C(=O)N2CCOCC2)c2ccccc21,x,x,0,0.2,0,x,12,i,27,x
COc1ccc(/C(O)=C2/C(=O)C(=O)N(CCCN(C)C)C2c2ccccc2)cc1OC (stereo unspecified),1,3,1,x,-15,4,6,-1.7,-5,x
CCc1cccc(NC(=O)c2ccc3c(=O)n4c(nc3c2)CCCCC4)c1,0,4,5,0.9,-11,-9,4,-0.5,15,0

Quoted from the listing.
COc1ccc(/C(O)=C2/C(=O)C(=O)N(CCCN(C)C)C2c2ccccc2)cc1OC (stereo unspecified) – CCHFV vOTU inh = -15
Cc1c(NC(=O)Nc2ccccc2)cccc1[N+](=O)[O-] – MazEF act = 3
CCc1cccc(NC(=O)c2ccc3c(=O)n4c(nc3c2)CCCCC4)c1 – CCHFV vOTU inh = -11

(list continues)
canonical_smiles,SARS 3CLpro inh,DUSP3 inh,PrPC surface inh,TcdB GH inh,CCHFV vOTU inh,Rv3671c inh,MazEF act,BH1578 lux ind,Y pestis TopoI,SSB-PriA inh
Cc1ccc(CCNC(=O)C2CCC(=O)N2Cc2cccnc2)cc1 (stereo unspecified),1,29,7,x,8,-4,12,-0.6,-3,-3
c1ccc(-c2nnc(N3CCOCC3)c3ccccc23)cc1,7,15,-6,-0.3,3,11,-3,-0.7,0,-14
CCC1CCCCN1CCCNC(=O)CSc1nc2nc(C)c(Cc3ccccc3)c(C)n2n1 (stereo unspecified),3,33,-3,0.6,-6,10,8,-0.9,12,-3
O=C(CCCn1c(=S)[nH]c2cc3c(cc2c1=O)OCO3)N1CCN(c2ccccc2F)CC1,1,2,1,x,8,-4,11,-0.2,3,7
Cc1ccc(OCC(=O)Nc2ccc([N+](=O)[O-])cc2)cc1,-3,-2,13,x,3,-11,10,-0.2,-8,-7
O=C(Cn1cnc2c(nnn2Cc2ccc(F)cc2)c1=O)N1CCCCC1,5,15,4,x,-13,-3,-2,i,2,-4
CCCn1nc(C(=O)NNC(=O)c2cccc(C)c2)c2ccccc2c1=O,x,x,-3,1.4,-9,1,-2,2.9,4,-6
O=C(COCc1cc(-c2ccc3c(c2)OCO3)on1)N1CCN(c2cccc(Cl)c2)CC1,-1,9,-1,-0.4,7,-4,1,i,2,-2
CCOCCCNC(=O)C(Cc1ccccc1)NS(=O)(=O)c1cccc2nsnc12 (stereo unspecified),5,-15,-7,0.4,-9,-6,5,-0.2,-12,-15
COc1ccc(C)cc1S(=O)(=O)n1cnc(C)c1,1,0,-7,0.4,-4,5,-5,i,-5,2
CCCCCOc1ccc(NC(=O)C(=O)NCC2CCCN2CC)cc1 (stereo unspecified),3,-2,0,-0.7,-15,10,13,-0.3,13,-1
CCCc1c(C(=O)N/N=C/c2c[nH]c3ccccc23)nnn1-c1nonc1N,x,x,4,-0.4,10,x,15,-0.3,-2,x
Cc1onc(-c2ccccc2)c1C(=O)n1cccn1,0,18,-6,x,25,3,7,22*,5,-1
CCN(CC)S(=O)(=O)c1cccc(NN=c2c(=O)c3ccccc3c2=O)c1,4,12,1,0.3,8,7,-11,-0.4,-1,-2
CC12CCC(=O)N1C(C(=O)N1CCN(S(=O)(=O)c3cccc(Cl)c3)CC1)CS2 (stereo unspecified),x,x,-2,1.4,0,-3,2,-0.7,11,-11
COc1cc(SC)ccc1C(=O)NCCc1ccccc1,0,-4,5,x,8,-1,7,-0.3,28,-10
O=C(CSCc1c(F)cccc1Cl)NCCSCc1ccco1,3,26,-3,1.8,-12,7,-1,-0.2,2,-3
COc1ccc(Cl)cc1N(CC(=O)N1CCCCCC1)S(C)(=O)=O,-2,-7,-12,2.6,11,7,4,1.2,-7,-7
c1ccc(CCNCc2cccnc2)cc1,-2,-12,-7,-0.5,6,4,11,0.8,4,-6
COc1ccc(-c2csc(C(O)c3cccc(Cl)c3)n2)cn1 (stereo unspecified),x,x,13,1.5,7,x,x,-1.3,-1,x
Cc1cc(-c2ccc(S(=O)(=O)NCc3ccc(Cl)cc3)cc2)on1,x,x,7,1.5,-8,x,-1,i,9,x
CCCCCC(=O)N1C[C@@H](O)[C@H](n2cc(-c3ccc(F)cc3)nn2)C[C@@H]1c1ccc(Cl)cc1,x,x,0,0.9,20,x,0,-0.3,27,x
CCC(CC)C(=O)NCCN1CCN(C(=O)C(CC)CC)CC1,1,11,-1,x,5,-16,-6,i,5,-8
O=C(CNC(=O)c1ccccc1C(=O)O)c1ccccc1,0,39,-3,x,10,5,8,5.9,-9,-10

High-throughput results (PubChem BioAssay)

The list is partial; the hit share may differ from the screen's.
